HT1080 cytotoxicity = HT1080 cell viability loss – fluorescence readout (AID 620). HT1080 viability, fluorescence; higher % means a stronger effect. one-dose cytotoxicity, % at 10 µM; EC50 in µM for titrated hits. 87,000 tested, 0.42% active; in the data active = cytotoxicity above about 50%;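 also: cells exposed to compound overnight then 4 h with Alamar Blue; 0% = vehicle DMSO and 100% = killing control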
* hit, by the source's call.

| canonical_smiles | HT1080 cytotoxicity |
| --- | --- |
| CCN(CC)S(=O)(=O)c1cccc(-c2nnc(SCc3nc4ccccc4s3)o2)c1 | -9.0% |
| O=C(NC1CCCCC1)N(Cc1cc2cc3c(cc2[nH]c1=O)OCCO3)C1CCCCC1 | 9.2% |
| NC(=O)c1cc2nc(-c3ccco3)cc(C(F)(F)F)n2n1 | -2.3% |
| CCCc1[nH]n(-c2nc3ccccc3s2)c(=O)c1C=NCC(C)C | -9.0% |
| CCCOc1ccc(C(CC(=O)O)NC(=O)c2cccs2)cc1 (configuration not stated) | 12.4% |
| CS(=O)(=O)N(CC(=O)N1CCN(c2ccccc2F)CC1)C1CCCCC1 | -1.9% |
| COC(=O)Cn1cnc2c1c(=O)n(C)c(=O)n2C | -2.2% |
| CCOC(=O)CC1C(=O)NCCN1C(=O)c1ccc(F)cc1F (configuration not stated) | -6.8% |
| Cc1ccc(C(C#N)c2ccc(C(=O)c3ccc(F)cc3)cc2)cc1 (configuration not stated) | 1.5% |
| Cn1c(N)c(C(=O)COC(=O)C23CC4CC(CC(C4)C2)C3)c(=O)n(C)c1=O | 1.6% |
| CCCCN(C)C(=O)CCCc1c[nH]c2ccccc12 | -9.3% |
| CCCOC(=O)/C(C)=N\NC(=O)c1ccco1 | 4.5% |
| COc1ccc(C2=NCN(c3ccc(C)cc3)C(=S)N2)cc1 | -11.0% |
| COc1ccc(NC2C=CS(=O)(=O)C2)cc1 (configuration not stated) | -7.2% |
| COc1ccc(OCCCC(=O)NC(C)c2ccccc2)cc1 (configuration not stated) | -11.0% |
| CC(/C=C/c1ccco1)=N\NC(=O)c1cccnc1 | -0.1% |
| Cc1nc(N)sc1-c1nnc(SCC(=O)Nc2ccccc2C(F)(F)F)n1C | -5.9% |
| CCOC(=O)/C=C/C(=O)OCC(=O)Nc1ccc(Cl)cn1 | -6.1% |
| Cc1nnc(SCC(=O)Nc2ccc(Cl)cn2)[nH]c1=O | 22.5% |
| CCN(CC)CCNC(=O)c1c(C)n(-c2ccccc2)c2cc(Br)c(OC)cc12 | -10.5% |
| CC12CNCC(C)(CN(C(c3ccccc3)c3ccccc3)C1)C2 | 10.8% |
| COCCn1c(SCc2nc3ccccc3c(=O)[nH]2)nnc1-c1ccncc1 | 5.1% |
| O=C(Nc1ccc(Br)cc1F)C1CCCO1 (configuration not stated) | -11.2% |
| Cc1sc(-c2ccncc2)nc1OC(=O)c1cc(Cl)cc(Cl)c1 | -0.9% |
| COC(=O)/C(=C(/F)Sc1cc(C)c(O)c(C)c1)C(F)(F)F | -10.0% |
| CC(C(=O)NCc1cccs1)N1C(=O)c2ccccc2C1=O (configuration not stated) | -3.3% |
| COc1ccc(CC(=O)N2CCCC(C)C2)cc1 (configuration not stated) | -2.0% |
| CCOc1cc(/C=C2\C(=O)N(c3nc(-c4ccc(Br)cc4)cs3)N=C2c2ccccc2)ccc1O | 0.4% |
| CCn1ccc2cc(OC)ccc2c1=S | -1.2% |
| O=C(NCCCO)NC12CC3CC(CC(C3)C1)C2 | -1.8% |
| COc1ccc(N2CC(C(=O)OCC(=O)c3ccccc3)CC2=O)cc1 (configuration not stated) | -4.9% |
| COC(=O)[C@@]1(Cc2ccccc2)C=C[C@@H](C)N1C(C)=O | -12.4% |
| CCc1ccc(NC(=O)CN2C(=O)CSC2=O)cc1 | -2.8% |
| Nc1ccc(Nc2ccncc2[N+](=O)[O-])cc1 | 7.0% |
| CN(C(=O)CSc1nnc(-c2ccncc2)n1C)C1CCS(=O)(=O)C1 (configuration not stated) | 7.9% |
| O=C(O)CCn1c(SCc2cccc3ccccc23)nc2ccccc21 | -7.4% |
| NS(=O)(=O)c1ccc(NC(=O)CSc2ccc3ccccc3n2)cc1 | -13.9% |
| O=C(CNC(=O)c1ccco1)NCC(=O)OCc1cccc(Cl)c1 | -2.2% |
| CCNC(=O)NC(=O)C(C)Sc1nc2cc(C(=O)OC)ccc2c(=O)n1-c1ccccc1 (configuration not stated) | -9.1% |
| CCCC(=O)Nc1c(-c2cccs2)c(=O)c2ccccc2n1C | -13.3% |
| Cc1ccc(S(=O)(=O)C(C#N)c2nc3ccccc3nc2N2CCN(C)CC2)cc1C (configuration not stated) | 31.8% |
| COc1ccc(N2C(=O)CC(NCc3ccc(F)cc3)C2=O)cc1 (configuration not stated) | 12.5% |
| CCOC(=O)C(CCCOc1ccccc1)C(=O)OCC | -2.3% |
| Cc1nnsc1NC(=O)OCCCl | -20.4% |
| CCc1c(C)sc(NC(=O)c2cc(-c3ccc(OC)c(OC)c3)on2)c1C#N | 0.2% |
| CCNS(=O)(=O)c1ccc2c(c1)n(C)c(=O)n2C | 25.3% |
| CNC(=S)N1N=C(c2ccccc2)CC1c1ccc(Br)cc1 (configuration not stated) | 13.4% |
| Cc1sc2ncnc(NCCN3CCOCC3)c2c1C | 13.7% |
| CCN(CC)CCn1c(=N)n(CCOc2ccccc2)c2ccccc21 | 8.2% |
| CO/N=C(/CS(=O)(=O)c1ccc(Br)cc1)c1ccc(OC)cc1 | 3.3% |

The list goes on:
mol	HT1080 cytotoxicity
CCC1=C(OC(=O)N(CC)CC)N2C(=O)OC(=NCc3ccccc3)[C@]2(C)[C@H]2C1=CC[C@H]1C(=O)NC(=O)[C@H]12	19.5%
C[C@@H](C(=O)Nc1ccc2ccccc2c1)[C@H]1C[C@]1(C)[C@H](NC(=O)c1cnccn1)c1ccccc1	-16.6%
COc1ccccc1C(=O)N/C(N)=N/c1nc2ccccc2o1	-4.7%
COC(=O)NCc1ccc2c(c1)OCO2	-4.9%
CNC(=O)CCCCCNS(=O)(=O)c1ccc(C)cc1	-2.6%
Cc1ccccc1NC(=O)C1C2CCC(O2)C1C(=O)O (configuration not stated)	16.3%
O=C(Nc1cc(C(F)(F)F)ccc1N1CCOCC1)c1ccccc1F	-9.7%
CC(CNC(=O)c1ccc(-c2ccccc2)cc1)CN(C)C (configuration not stated)	-9.7%
Cc1ccc2nc(N3CCN(C=O)CC3)nc(-c3ccccc3)c2c1	-12.1%
COC(=O)Cc1c(C)c2ccc(OCc3nn[nH]n3)cc2oc1=O	-13.5%
O=C(CSc1ccc(-c2ccc(F)cc2)nn1)NCc1ccco1	-2.9%
CCCCn1c(SCC(=O)NCc2ccco2)nc2cc(S(N)(=O)=O)ccc21	-10.9%
COc1ccc(NCc2nnc(SCC(=O)NCc3ccco3)n2-c2ccccc2OC)cc1	-0.6%
Cc1cccc(N=C2NN=C(c3ccc4c(c3)OCCO4)CS2)c1	-15.1%
O=C(Nc1ccc(-c2nc3ccccc3o2)cc1)c1cccnc1	-7.2%
COc1ccc(-c2nn(-c3ccccc3)cc2C(=O)O)cc1OC	0.9%
COC(=O)N1[C@H](Cc2ccccc2)C=C[C@]1(C)C(=O)NCc1ccccn1	-8.6%
CCOc1ccccc1CNCCN1CCOCC1	-2.4%
COc1ccc(Cl)cc1Nc1nc(C)cc(C)c1C(N)=O	16.9%
O=C1c2cc(S(=O)(=O)NCCCO)ccc2-c2ccc(S(=O)(=O)NCCCO)cc21	0.9%
COc1nn(CC(=O)N2N=C(C)CC2(O)C(F)(F)F)cc1[N+](=O)[O-] (configuration not stated)	11.4%
Cc1sc2nc(CN(C(=O)NC3CCCCC3)C3CCCC3)[nH]c(=O)c2c1C	15.1%
O=[N+]([O-])c1ccc(Sc2n[nH]c(-c3ccccc3)n2)nc1	2.2%
COCCNC(=O)CN(C(=O)Cn1nnc2ccccc21)c1ccc(C)c(F)c1	7.0%
Cc1cc(Cl)c(S(=O)(=O)NCc2cccnc2)cc1OCC(=O)NC1CCCCC1	0.4%
O=C(Nc1cccc(C(=O)N2CCOCC2)c1)c1ccccc1	-23.7%
CC1(C)N=C(N)N=C(N)N1c1cccc(C(=O)O)c1	-3.7%
COc1ccc(CCNC(=O)C2CCN(S(=O)(=O)c3ccc(-n4cnnn4)cc3)CC2)cc1OC	-0.8%
CC(C)CSc1nc2ccccc2c(=O)[nH]1	2.6%
CCN(CC)S(=O)(=O)c1ccc(Cl)c(OC)c1	4.6%
CCCCCCN(C(=O)CCCCCN1C(=O)NC(c2ccc(-c3ccccc3)cc2)C(C(=O)OCc2ccccc2)=C1C)C(C(=O)NCCCC)C1CCCCC1 (configuration not stated)	-17.6%
CCN1C(c2ccccc2)=C(c2ccccc2)S/C1=C/C=C1\SC(=S)N(C)C1=O	-5.2%
O=C(CSC1=NCCS1)Nc1cccc2ccccc12	-0.8%
CNC(=S)N/N=C(\C)c1ccc(-n2ccnc2)cc1	5.6%
COC(=O)N1C2(C=CC1(C)C(=O)NCc1ccc(N(C)C)cc1)CCCCC2 (configuration not stated)	-0.3%
COc1ccc(C(=O)Nc2ccccn2)cc1	-5.1%
CN(CC(=O)Nc1cccnc1)S(=O)(=O)c1ccccc1	-8.3%
COc1ccccc1C(=O)Nc1ccc(S(=O)(=O)N2CCc3ccccc32)cc1	-11.5%
CCCNC(=O)NC(=O)COc1c(F)c(F)cc(F)c1F	-8.5%
COc1ccc(OCC(=O)Sc2ccc(C)cc2)cc1	-12.5%
S=C1NNC2(NN1)C1CC3CC(C1)CC2C3	-2.4%
CC(=O)NCCOc1cccc2cccnc12	3.2%
CCN(CC)C(=O)CSc1nnc(-c2ccc(O)cc2)n1CC1CCCO1 (configuration not stated)	14.9%
CCc1ccc(NC(=O)CCn2cccc2)cc1	11.1%
Cc1ccc(-c2noc(CNc3ccccc3)n2)cc1	-11.3%
N#CC1=C(N)SC(N)=C(C#N)C1c1cccc(O)c1	-9.3%
CCc1ccccc1NC(=O)N1CCC(NC(=O)C(Cc2ccc(OC)c(OC)c2)NC(C)=O)CC1 (configuration not stated)	11.7%
COC(=O)c1[nH]c2ccc(C)cc2c1NC(=O)NC1CCCCC1	14.6%
Cc1cc(Nc2cnc3ccccc3n2)n(-c2ccccc2)n1	-9.9%
COc1cnc(N(C)C)nc1Sc1cccc(Cl)c1	3.9%
O=C(O)c1cccc(NS(=O)(=O)c2cccc3nsnc23)c1	-1.3%
Cc1cc2c(c(=O)o1)C(C1C=CCCC1)C(C#N)=C(N)O2 (configuration not stated)	1.8%
CCOC(=O)COc1ccc(Br)cc1C1NC(=O)NC(C)=C1C(=O)NCc1ccccc1 (configuration not stated)	0.4%
COc1cc2c(cc1OC)C(C)N(C(C)=O)CC2 (configuration not stated)	1.3%
O=C(O)c1ccc(N(c2ccccc2)c2ccccc2)cc1	-4.2%
CCn1c(SCc2ccc(Cl)cc2)nnc1-c1ccccc1	2.9%
CCOP(=O)(c1ccccc1)c1nc(-c2ccccc2Cl)oc1N1CCCCC1 (configuration not stated)	-38.3%
COc1ccc(Oc2coc3c(CN4CCOCC4)c(O)ccc3c2=O)cc1	-1.5%
Cc1nc(=O)c(-c2ccccc2)c(C)n1CCCCCC(=O)O	-3.8%
Cc1cccc(NC(=O)N(Cc2cc3cc(C)cc(C)c3[nH]c2=O)CC2COCCO2)c1 (configuration not stated)	-12.0%

Remaining list, next part:
mol	HT1080 cytotoxicity
CCNC(=O)Cn1c(=O)c2c(ncn2Cc2ccccc2)n(Cc2ccccc2)c1=O	-14.0%
CCOC(=O)CN1C(=O)Nc2ccc(Br)cc2C1c1ccccc1 (configuration not stated)	-6.1%
CC(/C=N/NC(=O)c1cccnc1)=C\c1ccco1	-0.8%
CCCCCCOc1ccc(OC(=O)c2cccnc2)cc1	2.4%
O=C(O)COc1ccc(NC(=O)c2ccco2)cc1	-16.2%
COc1ccc(-c2noc(CSc3ccc(C)cc3)n2)cc1	-1.3%
Cc1ccc(OCCCn2c(=O)sc3ccccc32)cc1	-13.4%
C=CCn1c(SCc2cccc3ccccc23)nnc1-c1cccnc1	-2.8%
CCOC(=O)c1c(NC(=O)COC)sc(C)c1C	0.1%
C=CCO/N=C(\C)c1c(O)c(C)c(-c2ccccc2)n(-c2ccccc2)c1=O	7.1%
Cc1nn(-c2ccccc2)c2c1C(=O)N(Cc1ccccc1)C(=O)C(C)(C)C2	-5.2%
O=C(CSc1nnc(-c2cccs2)n1-c1ccccc1)N1CCCc2ccccc21	-3.2%
CCc1c(C)c(C#N)c2nc3ccccc3n2c1NCc1ccco1	5.7%
COC(=O)CCN(C(=O)c1cc(OC)c(OC)c(OC)c1)c1ccccn1	4.5%
Cc1cc(N2CCN(c3cccc(C)c3C)CC2)nc(-c2ccccc2)n1	2.2%
CCCNC(=O)N1CCC(C(=O)c2cccc(F)c2)CC1	-18.7%
CCc1ccc(CN(C(=O)c2cc3ccccc3oc2=O)C2CCS(=O)(=O)C2)cc1 (configuration not stated)	-4.3%
COC(=O)c1ccc(CSc2nc3cc(Cl)ccc3o2)cc1	-2.5%
COc1ccc(N2C(=O)CCC2(C#N)c2ccc(OC)cc2)cc1 (configuration not stated)	2.3%

3 compounds already listed, ordered by formula weight, smallest number first:
mol	HT1080 cytotoxicity
COc1ccc(N2C(=O)CCC2(C#N)c2ccc(OC)cc2)cc1 (configuration not stated)	2.3%
Cc1cc(N2CCN(c3cccc(C)c3C)CC2)nc(-c2ccccc2)n1	2.2%
CCNC(=O)Cn1c(=O)c2c(ncn2Cc2ccccc2)n(Cc2ccccc2)c1=O	-14.0%

Two entries from above, set out differently:
mol: C=CCn1c(SCc2cccc3ccccc23)nnc1-c1cccnc1
  HT1080 cytotoxicity: -2.8%

mol: CCOC(=O)c1c(NC(=O)COC)sc(C)c1C
  HT1080 cytotoxicity: 0.1%

3 entries from above, with each value named.
Cc1ccc(OCCCn2c(=O)sc3ccccc32)cc1
- HT1080 cytotoxicity: -13.4%

O=C(CSc1nnc(-c2cccs2)n1-c1ccccc1)N1CCCc2ccccc21
- HT1080 cytotoxicity: -3.2%

CCCNC(=O)N1CCC(C(=O)c2cccc(F)c2)CC1
- HT1080 cytotoxicity: -18.7%

High-throughput results: PubChem BioAssay, Sanford-Burnham Center for Chemical Genomics

This is a subset; count on the stated rates, not on these rows.
